# CHO-K1 Ca antag: nonselective inhibitor or artifact in parental CHO-K1 cells; ATP-induced calcium, Fluo-8 fluorescence; inhibition, % at 3 µM; hit rate 0.6% among 360,000;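 active = inhibition above a per-plate cutoff, the plate's mean sample inhibition plus 3 SD, cut at about 24% in these data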;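 also: 0% = DMSO plus EC80 ATP and 100% = DMSO alone without ATP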
# CHRM1 antagonist: human M1 muscarinic receptor antagonists, primary screen, CHO-K1 cells, Fluo-8 calcium fluorescence, 1536-well; inhibition, % at 3 µM; AID 588852, 2011; CHO-K1 hM1, ACh EC80 antagonist; hit rate 1.3% among 360,000; Muscarinic acetylcholine receptor M1 (Homo sapiens), P11229;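 active = percent inhibition above its own plate's cutoff, namely the mean of that plate's compound wells plus 3 SD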;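 also: peak over basal fluorescence ratio during 140 s after agonist addition; 0% = ACh EC80 plus DMSO and 100% = DMSO alone without agonist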
# Target sequence (P11229 whole entry, looked up): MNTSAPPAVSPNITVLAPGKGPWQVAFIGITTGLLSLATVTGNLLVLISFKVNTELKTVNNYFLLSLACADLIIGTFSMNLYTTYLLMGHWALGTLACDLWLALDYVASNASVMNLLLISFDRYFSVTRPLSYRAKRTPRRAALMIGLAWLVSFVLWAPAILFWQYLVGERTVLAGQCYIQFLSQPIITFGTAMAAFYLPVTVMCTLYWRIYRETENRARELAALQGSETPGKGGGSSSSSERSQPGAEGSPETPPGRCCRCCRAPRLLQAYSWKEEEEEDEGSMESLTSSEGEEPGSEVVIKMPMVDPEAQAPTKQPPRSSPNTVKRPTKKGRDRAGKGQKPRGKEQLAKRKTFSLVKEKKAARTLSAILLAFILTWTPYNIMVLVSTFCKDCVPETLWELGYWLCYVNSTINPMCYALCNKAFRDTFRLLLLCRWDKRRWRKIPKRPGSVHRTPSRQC
# CHO-K1 Ca ag: counter-screen for M1 agonists: effect in parental CHO-K1 cells; hit rate 0.48% among 360,000; Fluo-8 calcium fluorescence; scaled to maximal ATP response, vehicle zero; AID 602248, 2012; activation, % at 3 µM; in the data active = activation above about 15%;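 also: untransfected CHO-K1 host cells lacking M1 receptor as counterscreen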
# TAAR1 ag: human TAAR1 agonists, primary screen, Fluo-8 calcium fluorescence, CHO RD-HGA16 cells. Trace amine-associated receptor 1 (Homo sapiens), Q96RJ0. vehicle wells 0%, saturating PEA agonist 100%. activation, % at 3 µM. hit rate 0.99% among 360,000;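 active = activation above the mean activation of all test compounds in the run plus 3 SD, cut at about 38% in these data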
# Target sequence (Q96RJ0 whole entry, looked up): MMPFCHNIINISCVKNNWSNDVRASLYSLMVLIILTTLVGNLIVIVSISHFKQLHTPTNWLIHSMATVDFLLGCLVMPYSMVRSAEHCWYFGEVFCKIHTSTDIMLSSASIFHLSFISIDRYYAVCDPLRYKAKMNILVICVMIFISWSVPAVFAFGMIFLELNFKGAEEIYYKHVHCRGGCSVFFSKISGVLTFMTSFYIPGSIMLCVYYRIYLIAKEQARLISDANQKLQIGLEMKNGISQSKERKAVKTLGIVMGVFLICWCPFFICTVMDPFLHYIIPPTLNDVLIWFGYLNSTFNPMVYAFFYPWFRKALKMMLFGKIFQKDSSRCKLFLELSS
#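 Repeats: no replicates (n 1) | Material: CHO-derived RD-HGA16 cells with stable Gα16 and human TAAR1 | Technique: Kinetic Fluo-8 calcium fluorescence | Schedule: 17-24 h seeding, 75 min 37 °C dye, 30 min RT | Evaluation: % activation from peak over basal fluorescence ratio, DMSO-to-PEA scaled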
# CHO parental Ca: ATP-evoked calcium signal inhibitors, parental CHO, primary screen, counter-screen for OX1R antagonist project, cell-based, fluorescence, Fluo-8 calcium dye; parental CHO-K1, ATP-induced calcium, Fluo-8 fluorescence; inhibition, % at 5.6 µM; hit rate 0.63% among 330,000; AID 463079, 2010;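 active = inhibition above that plate's mean sample inhibition plus 3 SD, cut at about 26% in these data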;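 also: 0% = ATP-challenged DMSO wells and 100% = DMSO wells without ATP; some compounds past the cut are filed as inactive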
#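 Assay system: untransfected parental CHO cell line. Also added: ATP agonist challenge. Dosing: one dose, 5.6 µM nominal. Measured by: Fluo-8 fluorescence. Read-out: % inhibition. Benchmarks: ATP wells versus no-ATP DMSO wells. Repeats: no replicates.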
# CHRM1 agonist: human M1 muscarinic receptor agonists, primary screen, Fluo-8 calcium fluorescence, CHO-K1 cells, HTS | Muscarinic acetylcholine receptor M1 (Homo sapiens), P11229 | CHO-K1 hM1, agonist mode; 0% DMSO, 100% acetylcholine EC100 | activation, % at 3 µM | hit rate 0.33% among 360,000 | AID 588814, 2011;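 active = activation above the run's mean compound activation plus 3 SD, cut at about 16% in these data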;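 also: peak over basal fluorescence ratio within a 140 s kinetic read after compound addition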
# TAAR1 antag: human TAAR1 antagonists, primary screen, Fluo-8 calcium fluorescence, CHO RD-HGA16 cells | antagonist | Trace amine-associated receptor 1 (Homo sapiens), Q96RJ0 | AID 624466, 2012 | inhibition, % at 3 µM | hit rate 1.5% among 360,000;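 active = inhibition above a per-plate cutoff, the mean inhibition of test compounds on that plate plus 3 SD, cut at about 49% in these data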;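 also: 0% = DMSO plus EC80 beta-PEA response and 100% = DMSO alone without agonist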
#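 Test system – hTAAR1-expressing CHO RD-HGA16 cells, Gα16-coupled · Reagent – β-PEA at EC80 concentration, post-compound challenge · Compound dosing – 3 µM, single point · Timing – 140 s kinetic read after compound, 140 s after agonist · Detection – Fluo-8 intracellular calcium dye fluorescence, real-time kinetic reads · Control set – DMSO and EC80 PEA controls · Repeats – n of 1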
# M1 PAM: human M1 muscarinic receptor positive allosteric modulators, primary screen, CHO-K1 cells, Fluo-8 calcium fluorescence, 1536-well; Muscarinic acetylcholine receptor M1 (Homo sapiens), P11229; CHO-K1 hM1, ACh EC20; 0% = ACh EC20, 100% = maximal ACh; activation, % at 3 µM; hit rate 0.088% among 360,000; in the data active = activation above about 19%, passing the limit was not always enough
# CHO-K1 Ca PAM: nonselective calcium activators in parental CHO-K1 cells, primary screen, counter-screen for M1 PAM project, cell-based, Fluo-8 calcium fluorescence, full deck, 1536-well; ATP EC20; 0% at ATP EC20, 100% at ATP max; activation, % at 3 µM; hit rate 0.02% among 360,000;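 active = activation above the run cutoff, the mean activation of all test compounds plus 3 SD, cut at about 40% in these data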;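 also: peak over basal fluorescence ratio in a 140 s read after ATP addition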
# The depositor's hits bear a star; / = no result given.
SMILES,CHO-K1 Ca antag,CHRM1 antagonist,CHO-K1 Ca ag,TAAR1 ag,CHO parental Ca,CHRM1 agonist,TAAR1 antag,M1 PAM,CHO-K1 Ca PAM
Cc1ccc2oc(NC3=NC4(CCCC4)C4=C(CCCC4=O)N3)nc2c1,-3,-16,0.6,5,/,-5,-11,4,17
CCOCCCNc1nc2c([nH]1)c(=O)n(C)c(=O)n2C,13,-2,-0.2,8,-6,-3,9,7,-9
Nc1cccc([N+](=O)[O-])c1,-12,-8,0.3,-1,1,-5,10,6,6
Cc1oc(-c2ccoc2)nc1CN(CC1CCC(=O)N1)C(C)C (stereo unspecified),-12,-4,0.3,-1,-18,-7,1,7,15
NC(=O)CSc1nnc(-c2ccncc2)o1,-2,-6,0.3,10,-5,-3,-10,8,22
COc1ccc(C)cc1N(C(=O)Cn1nnc(-c2ccc(C)o2)n1)C(C(=O)NC1CCCC1)c1ccncc1 (stereo unspecified),-18,-5,0.7,2,-30,-8,-8,2,-1
O=C(NCCCn1ccnc1)c1ccc(Cl)c(Cl)c1,-2,-6,0.6,4,8,-8,-6,2,13
CC(SCCc1ccccn1)C(=O)O (stereo unspecified),-5,-11,0.6,10,-5,-1,-6,8,18
Nc1nc(SCc2ccc3c(c2)OCCO3)n[nH]1,2,-1,-0.2,12,-2,-4,-3,4,7
CCc1nc2ccc(C(=O)N3CCCCC3)cn2c1N(CCC(C)C)CCN(C)C,8,-9,0.3,2,/,-4,-39,8,-1
CCOc1ccc(N2C(=O)CC(Sc3nccc(C)n3)C2=O)cc1 (stereo unspecified),12,12,0.1,-2,-9,-3,7,-3,-7
CCOC(=O)C1=C[C@@H](C2CCCC2)N(S(=O)(=O)c2ccc([N+](=O)[O-])cc2)[C@H]1c1ccccc1,31*,44*,0.5,-1,/,-4,41,-19,-7
Cc1ccccc1-n1nnnc1SCC(=O)NNC(=O)c1ccc(NC(=O)CC#N)cc1,-13,-11,0.4,12,4,0,-24,8,6
CCn1cc(CN2CCCC(C(=O)c3ccc(-c4ccccc4)c(F)c3)C2)cn1 (stereo unspecified),-18,17,6.6,7,-17,-2,-10,-20,20
Cc1ccc(C(=O)Nc2nncs2)cc1S(=O)(=O)N1CCOCC1,-6,-11,0.6,5,-17,-2,8,9,20
COc1ccc(CCNC(=O)CSc2nc(-c3ccco3)cc(C(F)(F)F)n2)cc1OC,-4,-6,1.3,12,-16,-7,0,5,-6
Cc1cccc2c1ncc1c(=O)n(-c3ccccc3)[nH]c12,-4,-1,2.7,1,-11,-2,4,4,5
COc1ccc(CN(C)Cc2nc3scc(-c4ccccc4)c3c(=O)[nH]2)cc1OC,14,6,1.0,0,-18,-6,-6,-4,-12
Cn1nccc1NC(=O)Nc1cccc(Cl)c1Cl,6,-14,-0.2,12,-6,-1,-21,11,-16
CC[C@@]1(C(=O)OC)N[C@H](CN(C)C(=O)C2CCCCC2)[C@@H]2C(=O)N(C)C(=O)[C@@H]21,-21,-9,0.2,6,-5,-2,0,7,18
COc1cc(C)nc(NC(=O)NC(=O)c2ccc(C(F)(F)F)cc2)n1,-15,-9,0.4,3,10,-2,-25,8,23
CCOC(=O)CC(C#N)c1c[nH]c2ccccc12 (stereo unspecified),-6,-3,0.7,3,6,-1,6,6,12
CCOc1ccc(CN(C)c2ccc(S(=O)(=O)N3CCN(C)CC3)cc2[N+](=O)[O-])cc1OC,19,26,10,/,1,3,/,-11,-19
CC(C)(C)c1ccc(CN(Cc2ccccc2)C(c2ccccn2)c2nnnn2C(C)(C)C)cc1 (stereo unspecified),-3,9,0.1,-1,-5,-2,-3,-1,2
CC(Sc1ncnc2ccccc12)C(=O)Nc1ccc2c(c1)OCCO2 (stereo unspecified),3,6,7.6,2,-7,2,10,-6,10
Cc1noc(NS(=O)(=O)c2ccc(NC(=O)Nc3ccc(Cl)c(Cl)c3)cc2)c1C,7,16,0.9,33,16,3,18,6,14
Cc1cc(=O)nc2c3ccccc3n(CC(=O)NCCCN3CCCC3=O)n12,9,-15,-0.6,1,2,1,-9,15,-6
O=[N+]([O-])c1ccc2nc(-c3ccccc3[N+](=O)[O-])[nH]c2c1,5,-1,1.6,11,-4,-8,-9,0,7
C=CCc1c(C)nc(C)nc1N/N=C/c1ccc([N+](=O)[O-])cc1,-11,-13,0.4,1,-5,-6,7,5,23
Cc1cc(C(=O)OC(C(=O)Nc2cccc(C(F)(F)F)c2)c2ccccc2)c(C)o1 (stereo unspecified),-4,4,0.5,1,20,-7,6,-8,11

# Ordered by value in CHRM1 antagonist (smallest number first): 3 from the list above
SMILES,CHRM1 antagonist
Cc1ccc2oc(NC3=NC4(CCCC4)C4=C(CCCC4=O)N3)nc2c1,-16
CC(C)(C)c1ccc(CN(Cc2ccccc2)C(c2ccccn2)c2nnnn2C(C)(C)C)cc1 (stereo unspecified),9
Cc1noc(NS(=O)(=O)c2ccc(NC(=O)Nc3ccc(Cl)c(Cl)c3)cc2)c1C,16

# Following part.
SMILES,CHO-K1 Ca antag,CHRM1 antagonist,CHO-K1 Ca ag,TAAR1 ag,CHO parental Ca,CHRM1 agonist,TAAR1 antag,M1 PAM,CHO-K1 Ca PAM
CN(C)c1cccc(C(=O)OCc2cc(=O)oc3cc(O)ccc23)c1,1,-6,1.8,9,-5,-1,38,-11,13
CCOCc1c(C(=O)N2CCN(CC(=O)Nc3ccc(F)cc3)CC2)oc2ccccc12,1,0,-0.1,0,/,-2,-5,2,13
COc1ccc(NC(=O)Nc2ccc3c(c2)C(=O)N([C@H](C)CO)C[C@H](C)[C@@H](CN(C)S(=O)(=O)c2ccc(OC)cc2)O3)cc1,3,4,-0.5,3,-8,-8,2,2,-4
COc1ccc(C(C(=O)NC2CCCC2)N(C(=O)c2snc(-c3ccc(F)cc3)c2N)c2ccccc2)cc1 (stereo unspecified),-3,0,0.5,5,-3,-2,21,3,10
O=S(=O)(Nc1c(O)ccc2ccccc12)c1ccccc1,2,-1,1.3,0,-27,-2,-27,1,-1
O=C(O)CCC(=O)Nc1ccccc1C(=O)Nc1ccccc1,14,-7,0.1,1,-8,2,-4,20,6
COCCCNC(=O)C1C2C=CC3(CN(Cc4ccc(C)cc4)C(=O)C13)O2 (stereo unspecified),-7,-5,-0.1,2,-12,-4,-2,5,7
CCOC(=O)c1c(C)[nH]c(C(=O)COC(=O)CNC(=O)C2CCCCC2)c1C,1,-4,0.2,5,-15,-4,6,6,2
CCCCOC(=O)C1[C@H]2C(=O)N(c3ccccc3CC)C[C@]23C=C[C@H]1O3 (stereo partly specified),0,-7,0.7,0,-25,-3,10,7,16
O=S(=O)(c1ccccc1)N1CCN(C(=S)NCCCN2CCOCC2)CC1,1,-5,0.7,3,-7,-13,0,6,-1
CCN1C(=O)N(C(C)=O)C2C1N(C(C)=O)C(=O)N2C(C)=O (stereo unspecified),-8,-3,0.2,14,-3,-5,5,10,16
CCCN(C(=O)CSc1ncnc2sccc12)c1c(N)n(Cc2ccccc2)c(=O)[nH]c1=O,-6,4,1.0,1,-12,-5,6,6,5
Cc1ccc(CNC(=O)CN2CCC(C(N)=O)CC2)cc1,-10,-8,0.7,-1,-6,-3,3,4,12
O=C(NCc1ccccc1OC(F)(F)F)C1CCC(=O)N(Cc2cccc(F)c2)C1 (stereo unspecified),15,12,1.4,5,-12,1,-2,-3,-12
COC(=O)c1ccc2c(=O)n3c(nc2c1)SCC(c1ccccc1)=N3,0,-2,-0.4,2,-3,-1,-2,2,8
CC(=O)c1c(C)[nH]c(C(=O)CN2CCN(S(=O)(=O)c3ccccc3F)CC2)c1C,-14,15,14,9,1,2,34,-14,-4
CCCCCN(C(=O)CCC(=O)OCC(=O)N(C)C1CCCCC1)c1c(N)n(CCCC)c(=O)[nH]c1=O,2,-15,1.8,0,-2,-3,-9,13,12
Cc1ccc(NC(=O)CSCC(=O)NC2=NCCS2)cc1,-7,0,0.4,2,-6,-2,-19,2,-2
Cn1cnc([N+](=O)[O-])c1Sc1ncccc1N,-3,-4,0.2,5,-7,0,15,4,8
COc1ccccc1C(=O)c1ccccc1C(=O)c1ccccc1,-16,-10,-0.6,2,/,-4,-21,3,-7
CCN(C(=O)COc1cc(OC)ccc1C(C)=O)C1CCS(=O)(=O)C1 (stereo unspecified),-9,-8,0.4,3,2,-3,4,4,-13
COc1ccc(-c2csc(NC(=S)NC(=O)c3ccccc3)n2)cc1Br,-6,-14,0.0,9,-3,-2,-44,10,12
Cc1ccc(-c2nc(=S)c3c(n2Cc2ccco2)CCCC3)cc1,-10,1,0.1,3,/,-5,6,7,12
C/C(=N\NC(=O)c1cccc(S(=O)(=O)N2CCCC2)c1)c1cccs1,-11,0,1.4,1,-10,-7,-14,0,14
CCCC(=O)c1ccc(N2CCN(S(=O)(=O)c3ccc(C)cc3)CC2)c(F)c1,-10,5,0.5,4,-16,6,-2,9,9
Cc1cc(=O)oc2cc(OC(C)C(=O)NCCCn3ccnc3)ccc12 (stereo unspecified),-7,-9,0.8,0,-1,-2,-8,11,7
CCN(Cc1ccccc1)C(=O)c1ccc2c(=O)n3c(nc2c1)CCC3,-5,-4,0.7,2,-15,-4,-22,3,2
O=C(Cn1cc(S(=O)(=O)N2CCCC2)c(S(=O)(=O)N2CCCC2)c1)NCc1ccco1,-9,-15,0.3,9,-6,1,-15,13,-5
CCCCc1nnc(NC(=O)c2oc3ccc(OC)cc3c2C)s1,7,-3,0.1,2,-8,-2,-24,1,-4
COc1ccc(/C=N/NC(N)=S)cc1OC(=O)c1ccccc1,-13,5,1.4,11,-21,-2,-10,6,15
CC(C)(C)NC(=O)C(=O)NNC(=O)c1cccc(F)c1,-12,-19,0.4,10,10,-4,1,13,9
Cc1cc(Oc2ccc(Cl)cc2)nc(-c2ccccn2)n1,-3,2,0.3,0,-11,-3,-17,0,12
O=S1(=O)CC(N2CC=CC2)CN1Cc1ccc(F)cc1 (stereo unspecified),29*,-1,-0.2,1,/,8,-16,17,-9
CC(C)CN(CC(C)C)S(=O)(=O)N1CCC(C(=O)NCCc2ccc(Cl)cc2)CC1,-10,-6,1.4,22,-19,-1,49*,8,27
CCOC(=O)c1sc2nc(C)nc(Nc3ccc(OC)c(OC)c3)c2c1C,-3,-5,0.7,4,-22,-1,-2,-4,-7

# Source: PubChem (The Scripps Research Institute Molecular Screening Center)
